Bioassay records (PubChem)
IL-2 act – IL-2 activation; IL-2 activation reporter assay, cell-based qHTS; stimulated with anti-CD3/CD4/CD28 beads; in transgenic mouse T cells; activation, % (series mostly up to about 46 µM); 0.065% of 360,000 active; AID 652025; in the data active means activation above about 50%; inconclusive means mostly about 30% to 49%; further: 0% is about no effect
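Readout: EGFP and DsRed signals by fluorescent plate cytometry. Unstimulated transgenic mouse T cells received compound 60 min before antibody-bead stimulation, then incubated 18 h at 37 degrees C.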
PI5P4K alpha inh – blocks human PI5P4K alpha kinase activity. P48426. PI5P4Kalpha enzyme, ADP-Glo luminescence, 60 min; active compounds read low. max response, %. 1.2% of 330,000 active; active means max response of -50% or lower; inconclusive means between -30% and -50%; inactive means -30% or higher; further: value at the top dose of about 77 µM; on the % scale 0 is the no-effect control and ±100 the full control effect
Target sequence (P48426 whole entry, looked up): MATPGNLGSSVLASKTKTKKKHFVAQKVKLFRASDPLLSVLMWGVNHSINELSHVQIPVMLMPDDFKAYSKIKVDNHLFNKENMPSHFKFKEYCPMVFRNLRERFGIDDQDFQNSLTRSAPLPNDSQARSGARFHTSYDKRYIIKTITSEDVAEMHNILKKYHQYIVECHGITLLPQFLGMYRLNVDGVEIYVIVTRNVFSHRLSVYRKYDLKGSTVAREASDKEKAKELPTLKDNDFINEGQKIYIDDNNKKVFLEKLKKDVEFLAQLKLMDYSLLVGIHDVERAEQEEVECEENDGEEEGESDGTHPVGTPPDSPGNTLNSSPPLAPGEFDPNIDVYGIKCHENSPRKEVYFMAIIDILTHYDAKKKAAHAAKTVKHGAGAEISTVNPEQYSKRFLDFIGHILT
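PI5P4Kalpha ADP-Glo assay; 5 microM ATP final; 60 min RT reaction; HEPES pH 7.4/EGTA/CHAPS, 5% DMSO; controls lacking substrate or enzyme; luminescent end-point.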
EPAC1 ag – agonists of human EPAC1; AID 720707; Potency, µM (top dose mostly 154 µM), without a hit: top-dose activation, actives largely listed as activators; O95398; 0.073% of 360,000 active; EPAC1 agonist qHTS, biochemical assay; response scale: 100% = response to 6.5 mM cAMP; further: potency means the concentration at half of the fitted maximal effect; nearly all actives have a fitted effect of over 60% in size
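Nucleotide exchange assay: 100 nM EPAC1 with 250 nM Rap1B loaded with BODIPY-GDP and 50 uM GDP, room temperature. Fluorescence (480/540 nm) read every 5 min for 30 min; signal change normalized to 6.5 mM cAMP as full agonist.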
FUS yeast rescue – FUS proteinopathy suppression in yeast. S. cerevisiae FUS-expressing, growth rescue, OD600, 24 h. Potency, µM (highest dose often 76.6 µM), for the others: at the top dose growth rescue (activation), most hits filed as activators. 0.24% of 390,000 active;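 further: potency means the concentration at half of the fitted maximal effect; plate controls were DMSO vehicle for no effect and reference control for full effect; nearly all actives have a fitted effect of over 55% in size; some results filed as inactive show a strong effect at the top dose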
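Compound concentration series was pinned onto galactose-induced FUS-expressing yeast seeded at OD 0.005. Plates sat 24hr at 30C; absorbance at 600 nm gave growth. DMSO served as background control.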
EPAC1 antag – EPAC1 (human) antagonism; O95398; EPAC1 GEF assay, Rap1b-BODIPY-GDP exchange fluorescence; Potency, µM (series often up to 115 µM), inactives show at the top dose activity change, negative = inhibition, hits mostly inhibitors; 0.14% of 360,000 active;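 further: potency means the concentration at half of the fitted maximal effect; plate controls were vehicle for no effect and positive control for full effect; nearly all actives have a fitted effect of over 50% in size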
PLK1 PBD inh – PLK1 (human) polo-box domain binding inhibition | P53350 | Plk1 PBD binding of FITC phosphopeptide, fluorescence polarization | Potency, µM, for the others: max response, negative = inhibition, actives largely listed as inhibitors | 2.8% of 360,000 active | AID 720504; further: potency means the concentration at half of the fitted maximal effect; series mostly up to about 57 µM; on the % scale 0 is the no-effect control and ±100 the full control effect; nearly all actives have a fitted effect of over 65% in size
Target sequence (P53350 whole entry, looked up, the tested form may be a part): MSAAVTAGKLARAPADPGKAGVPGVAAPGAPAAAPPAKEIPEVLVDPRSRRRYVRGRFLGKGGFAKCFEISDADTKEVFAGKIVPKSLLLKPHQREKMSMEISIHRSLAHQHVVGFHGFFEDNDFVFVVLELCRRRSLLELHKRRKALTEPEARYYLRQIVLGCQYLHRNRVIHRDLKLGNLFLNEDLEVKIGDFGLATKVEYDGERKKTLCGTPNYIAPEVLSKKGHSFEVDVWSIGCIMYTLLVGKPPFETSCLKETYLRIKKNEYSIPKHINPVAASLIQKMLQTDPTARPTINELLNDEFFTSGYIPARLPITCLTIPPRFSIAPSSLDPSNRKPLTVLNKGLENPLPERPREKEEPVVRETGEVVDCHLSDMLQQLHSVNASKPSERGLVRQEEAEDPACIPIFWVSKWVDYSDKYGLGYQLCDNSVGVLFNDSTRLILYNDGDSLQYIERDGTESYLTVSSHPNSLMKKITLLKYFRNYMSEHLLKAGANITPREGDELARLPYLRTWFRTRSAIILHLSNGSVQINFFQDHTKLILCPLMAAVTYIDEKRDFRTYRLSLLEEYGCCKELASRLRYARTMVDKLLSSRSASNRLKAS
aSyn yeast inh – alpha-synuclein toxicity inhibition in yeast; 0.14% of 370,000 active; Yeast expressing alpha-synuclein, growth rescue, BacTiter-Glo, 24 h; Potency, µM (highest dose often 46.1 µM), inactives show top-dose growth rescue (activation), usual class: activators; further: potency means the concentration at half of the fitted maximal effect; % of control where 0% means no effect; nearly all actives have a fitted effect of over 65% in size
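Readout is rescue of growth in alpha-synuclein-expressing yeast, so inhibitors of toxicity appear as activators. Growth after 24 hr at 30 deg C in galactose medium is quantified by luminescence.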
WRN inhibitor – blocks human WRN helicase; AID 651768; WRN helicase unwinding, fluorescent forked duplex, kinetic; 0.46% of 360,000 active; Potency, µM (titrated, usually from 114 µM), for inactives: at the highest dose activity change, negative = inhibition, most hits filed as inhibitors; Q14191; further: potency means the concentration at half of the fitted maximal effect; on the % scale 0 is the no-effect control and ±100 the full control effect; nearly all actives have a fitted effect of over 55% in size
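Kinetic red-fluorescence monitoring (525/598 nm) tracks WRN helicase activity after 100 nM fluorophore-quencher forked duplex and 2 mM ATP are added to 20 nM enzyme pretreated 15 min at room temperature with compound.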
Abeta yeast res – restores growth of yeast expressing A-beta42 peptide; 0.063% of 410,000 active; yeast expressing A-beta42, growth rescue, OD600, 48 h; response scale: 0% DMSO, 100% iron-clioquinol control; AID 1347071; Potency, µM (titrated, usually from 46.1 µM), inactives show at the highest dose growth rescue, actives largely listed as activators; further: potency means the concentration at half of the fitted maximal effect; nearly all actives have a fitted effect of over 55% in size
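Growth rescue measured by 600 nm absorbance after 48 h yeast culture at 30 C with compound. Values normalized between DMSO and an equimolar ferric chloride plus clioquinol control.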
Active calls of the source: *; ? = inconclusive; · = not tested or not shown; & = joins results of further samples; [ ] = another dose, or the depositor's remark. Unless noted, the call rests on the fitted dose curve; in most records, active means well fitted curve in the direction sought with a large enough effect; inconclusive means small, poorly fitted or top-dose-only effect, or another doubt; inactive means no such curve, though single readings can be large; an effect the other way counts as inactive or inconclusive.

SMILES | IL-2 act | PI5P4K alpha inh | EPAC1 ag | FUS yeast rescue | EPAC1 antag | PLK1 PBD inh | aSyn yeast inh | WRN inhibitor | Abeta yeast res
CCNC(=O)CN(CCc1ccccc1)S(=O)(=O)c1ccc(OC)cc1 | -1.1 | 1 | 6% | 20% | -4% | 0% | 15% | -5% | -11%
CCOC(=O)N1CCN(C(=S)NC(=O)c2cccc(OC)c2)CC1 | -0.7 | 0 | 8% | 13% | -15% | 0% | -3% | ? | -4%
COc1ccc(CC(=O)O/N=C(\N)c2ccc(C)cc2)cc1 | -0.9 | 24 | 0% | -1% | -21% | -1% | 4% | -1% | 9%
CC1(Oc2ccc3ccccc3c2)CCN(Cc2ccc(OC(F)(F)F)cc2)C1 (configuration not stated) | 0.0 | 31 | -14% | 19% | -3% | 3% | -20% | -3% | -10%
Cc1cccc(C(=O)NCC(c2ccco2)N2CCc3ccccc32)c1 (configuration not stated) | 0.7 | -5 | 10% | 17% | -12% | 6% | -3% | -4% | -8%
CCOC(=O)N1CCN(C(=O)/C(=C/c2ccc(N(C)C)cc2)NC(=O)c2ccccc2)CC1 | 0.3 | -8 | 3% | 21% | -1% | 3% | 5% | -2% | 1%
COC(=O)c1cccc(Oc2nc3c(c(=O)n(C)c(=O)n3C)n2Cc2ccc(C)cc2)c1 | -2.0 | 1 | 6% | -8% | -3% | -4% | -2% | -5% | -6%
COc1ccc(/C=N/NC(=O)CCn2nc(C)cc2C)cc1 | -0.3 | -3 | 2% | 17% | 4% | 1% | 0% | -2% | -1%
C=CCNC(=O)C12CCC(C)(C(=O)C1Br)C2(C)C (configuration not stated) | 1.3 | 5 | 4% | · | -17% | -4% | 2% | -1% | 21%
COCCN1C(=O)N[C@@H](c2ccccc2)[C@H](C(=O)OC)[C@H]1C | 2.6 | 1 | -4% | -22% | -21% | 0% | -6% | 0% | -8%
Cc1cccc(-n2nc(C(=O)c3ccco3)cc(-c3nc4ccccc4[nH]3)c2=N)c1 | 4.1 | -1 | -5% | 2% | -17% | -5% | 0% | -7% | -12%
Cc1cc(C)nc(Oc2ccc(Br)cc2Br)n1 | -1.0 | -9 | 4% | 1% | -7% | ? | -4% | -2% | -1%
CCOc1cc(CNS(=O)(=O)c2ccc3c(c2)CC(=O)N3C)cc(OCC)c1OCC | -0.6 | -5 | -6% | 16%&61% | -14% | -22% | 0% | 0% | 4%&-10%
COc1ccc(C(=O)Nc2nc3c(s2)Cc2cc(OC)ccc2-3)cc1 | 0.1 | -17 | 7% | 22%&35% | -15% | ? | -12% | -15% | -21%&-5%
CC(C)(Oc1ccc(Cl)cc1)C(=O)NCc1n[nH]c(=O)c2ccccc12 | 0.5 | -1 | -4% | 0% | 4% | 8% | 0% | 3% | -1%
O=S(=O)(c1ccccc1)c1nc(-c2ccco2)oc1N1CCCCCC1 | -2.7 | -53* | -3% | -8% | -8% | 7.5µM* | -14% | -21% | 0%
CC(=O)Nc1cccc(-c2ccnc3c2CC(C)(C(=O)NCCN(C)C)O3)c1 (configuration not stated) | 0.5 | -9 | -5% | -28% | 4% | 2% | -1% | -3% | -6%
CCc1nc2ccc(C(=O)Nc3cccc(NS(C)(=O)=O)c3)cn2c1N(C)Cc1nccn1C | -0.1 | -4 | 1% | -13% | 6% | -1% | 5% | 1% | -6%
CC(=O)NCCC1CCN(C(=O)c2cc(COc3ccc(C)nc3)on2)CC1 | -3.5 | -1 | 6% | -7% | -21% | -4% | 1% | -8% | 1%
O=C(CN(C(=O)CCC(=O)Nc1nccs1)c1ccccc1F)NCCc1ccccc1 | -0.6 | 1 | 9% | -21% | 0% | -11% | 2% | 1%[57.1 µM] | -17%
CCOC(=O)CSc1nc2c(c(=O)n(C)c(=O)n2C)n1Cc1ccccc1F | -2.9 | -2 | -1% | -12% | -3% | 1% | -2% | -5% | 0%
COc1ccc(CCNC(=O)c2cccc(NS(=O)(=O)c3ccccc3F)c2)cc1OC | -3.5 | 0 | 0% | · | 7% | 3% | -1% | -15% | -3%
CCN(CC)S(=O)(=O)c1ccc(Cl)c(C(=O)Oc2cccnc2)c1 | -0.3 | · | 7% | 19% | 11% | ? | -14% | -4% | 1%
CN(c1ccccc1)S(=O)(=O)c1ccc2c(c1)oc(=O)n2C | -0.4 | 1 | 9% | 6% | -3% | 3% | 7% | -3%[57.1 µM] | -2%
CCN1C(=O)/C(=C\c2cn(CCC#N)nc2-c2ccc(F)cc2)SC1=S | -1.2 | 15 | 13% | 18% | 9% | ? | -11% | -16% | -14%

3 of the compounds above, tab-delimited.
smiles	IL-2 act	PI5P4K alpha inh	EPAC1 ag	FUS yeast rescue	EPAC1 antag	PLK1 PBD inh	aSyn yeast inh	WRN inhibitor	Abeta yeast res
O=C(CN(C(=O)CCC(=O)Nc1nccs1)c1ccccc1F)NCCc1ccccc1	-0.6	1	9%	-21%	0%	-11%	2%	1%[57.1 µM]	-17%
CCOC(=O)CSc1nc2c(c(=O)n(C)c(=O)n2C)n1Cc1ccccc1F	-2.9	-2	-1%	-12%	-3%	1%	-2%	-5%	0%
COc1ccc(CCNC(=O)c2cccc(NS(=O)(=O)c3ccccc3F)c2)cc1OC	-3.5	0	0%	·	7%	3%	-1%	-15%	-3%

Filtered by structure, those above containing bromine (two)
SMILES | IL-2 act | PI5P4K alpha inh | EPAC1 ag | FUS yeast rescue | EPAC1 antag | PLK1 PBD inh | aSyn yeast inh | WRN inhibitor | Abeta yeast res
C=CCNC(=O)C12CCC(C)(C(=O)C1Br)C2(C)C (configuration not stated) | 1.3 | 5 | 4% | · | -17% | -4% | 2% | -1% | 21%
Cc1cc(C)nc(Oc2ccc(Br)cc2Br)n1 | -1.0 | -9 | 4% | 1% | -7% | ? | -4% | -2% | -1%

The main list resumes; the 3 compounds before the break are reprinted first.
SMILES | IL-2 act | PI5P4K alpha inh | EPAC1 ag | FUS yeast rescue | EPAC1 antag | PLK1 PBD inh | aSyn yeast inh | WRN inhibitor | Abeta yeast res
CCN(CC)S(=O)(=O)c1ccc(Cl)c(C(=O)Oc2cccnc2)c1 | -0.3 | · | 7% | 19% | 11% | ? | -14% | -4% | 1%
CN(c1ccccc1)S(=O)(=O)c1ccc2c(c1)oc(=O)n2C | -0.4 | 1 | 9% | 6% | -3% | 3% | 7% | -3%[57.1 µM] | -2%
CCN1C(=O)/C(=C\c2cn(CCC#N)nc2-c2ccc(F)cc2)SC1=S | -1.2 | 15 | 13% | 18% | 9% | ? | -11% | -16% | -14%
COc1ccc(NC(=O)N2CCC(n3nnc4cc(C)ccc43)CC2)cc1 | 3.9 | -3 | 7% | -14% | -2% | 3% | 1% | -9% | 7%
Nc1ccc(S(=O)(=O)Nc2nccc(/C=C/c3cccc([N+](=O)[O-])c3)n2)cc1 | -1.8 | 4 | 16% | -44% | -11% | -6% | 1% | -5% | 2%
O=C(CNC(=O)CNC(=O)c1ccc(Cl)cc1Cl)NCc1cccc(Cl)c1 | -1.3 | 2 | -2% | 5% | 2% | 4% | 0% | 0% | 4%
Cc1cc2ncn(/N=C/c3ccc([N+](=O)[O-])s3)c2cc1C | 0.3 | 13 | 5% | · | -16% | -3% | 10% | -2% | -58%[inhibitor]
COc1ccc(-c2cc(C(=O)Nc3c(C)nn(Cc4ccccc4Cl)c3C)no2)cc1OC | -2.8 | · | 7% | 21% | 8% | -3% | 4% | -7% | 18%
O=C(COC(=O)C1c2ccccc2Oc2ccccc21)NC1CCS(=O)(=O)C1 (configuration not stated) | 3.1 | -14 | -5% | 0% | -9% | 12µM* | -6% | 7% | -3%
COc1ccc(CCNC(=O)CNS(=O)(=O)c2ccc(Br)s2)cc1OC | 1.1 | · | 8% | 3% | 2% | -8% | 8% | -5% | -11%
CC1CCCN(C(=O)CCNS(=O)(=O)c2ccc3c(c2)c(=O)n(C)c(=O)n3C)C1 (configuration not stated) | -2.3 | 2 | 2% | 6% | -10% | -17% | -9% | -2% | -4%
CCOC(=O)C1=CCN(S(=O)(=O)c2ccc(C)cc2)C1c1ccc(Cl)cc1 (configuration not stated) | -0.3 | 4 | 4% | 32% | -21% | -11% | 3% | -11% | 1%
COc1ccc(OCC(=O)Nc2ccc(N3CCOCC3)cc2)c([N+](=O)[O-])c1 | 0.9 | 4 | 2% | -20% | -3% | -2% | -1% | -5% | 4%
c1ccc(CNc2nc3ccccc3n3cnnc23)cc1 | -4.2 | -1 | 5% | 6% | -22% | -18% | 1% | -3% | 5%
Cc1ccc(C(=O)CSc2nc3ccccc3c(=O)[nH]2)cc1C | 0.3 | -1 | 8% | 3% | -19% | -11% | 10% | -5% | 5%
COc1ccc(-c2cc(C(F)(F)F)nc(SCC(=O)Nc3ccc4c(c3)OCO4)n2)cc1OC | -1.9 | 1 | -18% | · | -9% | -3% | 0% | -17% | -6%
Cc1onc(-c2c(F)cccc2Cl)c1C(=O)Nc1cccc(S(=O)(=O)N2CCCCC2)c1 | -0.1 | 3 | 9% | ? | 8% | 2% | -3%[1.84 µM] | 4% | -7%
Cc1ccc(NC(=O)CC(NCC2CCCO2)C(=O)O)cc1C (configuration not stated) | -0.5 | -4 | 1% | 0% | 6% | 0% | 5% | 8% | 14%
COc1ccc(/C=C/C(=O)Nc2ccccc2C(=O)N2CCCC2)cc1 | -0.3 | 0 | -4% | -1% | 0% | 2% | · | 1% | 2%
CCN(C(=O)CSc1nc2nc(C)cc(C)n2n1)c1ccccc1 | 0.9 | · | 4% | -8% | -2% | -11% | 2% | 1% | -5%
COc1ccccc1NS(=O)(=O)c1ccc(NC(C)=O)cc1 | 0.0 | · | -5% | 27% | -5% | -4% | 1% | 5% | 11%
CC1CCc2c(C(=O)N3CCN(S(=O)(=O)c4cccs4)CC3)csc2C1 (configuration not stated) | -3.0 | · | 15% | 44% | -17% | -10% | 13% | 6% | 23%
CC(C)NC(=O)C1(C)CCCCN1Cc1cccc(C(F)(F)F)c1 (configuration not stated) | 0.2 | 22 | -16% | -19% | -6% | -6% | -4% | 1%[57.1 µM] | -14%
